Pf Dd2 inh – blocks growth of Plasmodium falciparum Dd2 parasites; activity change, % at 10 µM; P. falciparum Dd2 growth, SYBR Green, 72 h; hits give low values; 94,000 tested, 2.3% active; AID 1159554; in the data active = activity change below about -80%; inconclusive = no clear call, values can overlap the other calls
C diff growth – C. difficile growth inhibition. growth activity, negative = inhibition, % at 16 µg/mL (by protocol). Clostridium difficile clinical isolate growth, OD600, 24 h; hits give low values. 86,000 tested, 0.25% active;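 active = mean growth activity at or below -80% and every replicate also at or below -80%; inconclusive = mean at or below -80% but some replicate above -80%; inactive = mean growth activity above -80%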;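 note: 0% = DMSO wells and -100% = levofloxacin 16 µg/mL wells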
KDM4C inh – blocks human GASC-1 (KDM4C) demethylase activity; Q9H3R0; inhibition, % at 12.5 µM; GST-KDM4C 2-372, H3K9me3 peptide, LANCE TR-FRET; 96,000 tested, 0.15% active;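 active = mean replicate inhibition above about 25%, with at least 55% of replicates also reaching it, limit read from the data, passing the limit was not always enough; inconclusive = only one of those two conditions met; inactive = neither condition met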
Target sequence (Q9H3R0 2-372 limits assumed): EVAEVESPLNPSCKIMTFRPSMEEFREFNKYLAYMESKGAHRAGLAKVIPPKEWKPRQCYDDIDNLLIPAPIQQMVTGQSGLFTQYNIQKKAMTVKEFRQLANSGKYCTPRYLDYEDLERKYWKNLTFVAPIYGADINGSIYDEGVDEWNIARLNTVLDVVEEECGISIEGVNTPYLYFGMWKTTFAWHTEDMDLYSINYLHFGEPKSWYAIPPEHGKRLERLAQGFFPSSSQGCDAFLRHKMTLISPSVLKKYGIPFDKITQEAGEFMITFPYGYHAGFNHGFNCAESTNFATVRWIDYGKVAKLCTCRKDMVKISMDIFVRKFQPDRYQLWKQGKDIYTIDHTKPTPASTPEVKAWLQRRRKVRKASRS
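Material: N-terminal GST-fused human GASC-1 (KDM4C) fragment, residues 2-372. Input: 10 nM enzyme. Incubation: enzyme reaction 30 min, then detection 60 min, both room temperature. Doses: one test concentration per compound. Read-out basis: inhibition from TR-FRET ratio decrease. Detection: LANCE TR-FRET, excitation 340 nm, emissions 618 and 671 nm.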
Tcruzi prolif – blocks T. cruzi growth in NIH3T3 culture; inhibition, % at 8.34 µM; AID 624255; 77,000 tested, 5.9% active; T. cruzi beta-gal in NIH3T3, GalScreen luminescence, 90 h;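 active = mean inhibition above about 93%, with at least 55% of replicates each passing it, limit read from the data, passing the limit was not always enough; inconclusive = only one of those two conditions holds; inactive = neither condition holds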
The depositor's hits bear a star; ? = inconclusive; nt = not tested or not shown; + = active, no number; & = joins results of further samples.

SMILES	Pf Dd2 inh	C diff growth	KDM4C inh	Tcruzi prolif
CO[C@@H]1CN(C)C(=O)c2ccc(NS(=O)(=O)CC(F)(F)F)cc2OC[C@H](C)NC[C@H]1C	-8	nt	5.4	-2
C[C@@H]1CN([C@H](C)CO)C(=O)Cc2cc(NC(=O)c3ccncc3)ccc2O[C@H]1CN(C)C	5	0	0.2	nt
C[C@@H]1CN([C@@H](C)CO)C(=O)c2cc(NC(=O)Nc3ccc(F)cc3)ccc2O[C@H]1CN(C)S(C)(=O)=O	-11	-2	0.0	66
O=C(C[C@H]1CC[C@H]2[C@@H](COC[C@H](O)CN2Cc2nccs2)O1)NCc1ccc(-c2ccccc2)cc1	-26	nt	-0.7	18
CCNC(=O)Nc1ccc2c(c1)C(=O)N(C)[C@H]1CC[C@@H](CC(=O)NCc3cccc(F)c3)O[C@@H]1CO2	-7	-1	2.8	53
C[C@H](CO)N1C[C@H](C)[C@H](CN(C)S(=O)(=O)c2ccc(F)cc2)OCCCC[C@H](C)Oc2ccc(N(C)C)cc2C1=O	-40	-1	-1.3	?
C[C@H](CO)N1C[C@H](C)[C@@H](CN(C)Cc2ccc(C(=O)O)cc2)Oc2c(NC(=O)C3CCCCC3)cccc2C1=O	-4	3	0.7	20
CC(C)CC#Cc1ccc([C@H]2[C@@H](CO)N3C(=O)CN(C(=O)CN4CCOCC4)C[C@@H]23)cc1	3	-9	1.0	nt
C[C@@H]1CN([C@@H](C)CO)C(=O)c2cc(-c3ccncc3)cnc2O[C@H]1CN(C)C(=O)C1CC1	23	4	-1.0	-39
COc1cccc(S(=O)(=O)N(C)C[C@H]2Oc3ncc(Br)cc3C(=O)N([C@H](C)CO)C[C@H]2C)c1	25	2	-0.8	nt
CO[C@H]1CN(C)C(=O)c2ccc(NC(=O)c3ccc4c(c3)OCO4)cc2OC[C@@H](C)N(CC2CC2)C[C@@H]1C	-22	nt	1.0	nt
CCC(=O)Nc1ccc2c(c1)C(=O)N(C)C[C@@H](OC)[C@H](C)CN(C(=O)c1ccc(F)cc1)[C@@H](C)CO2	34	nt	-0.5	1
C[C@H](CO)N1C[C@H](C)[C@H](CN(C)CC2CCOCC2)Oc2cc(C#Cc3cccnc3)ccc2S1(=O)=O	-29	2	0.9	63
C[C@@H]1CCCCO[C@H](CN(C)C(=O)NC2CCCCC2)[C@H](C)CN([C@@H](C)CO)C(=O)c2cc(NC(=O)Nc3ccccc3)ccc2O1	-47	-3	1.2	56
Cc1noc(C)c1NC(=O)Nc1ccc2c(c1)C(=O)N([C@H](C)CO)C[C@H](C)[C@H](CN(C)Cc1ccc3c(c1)OCO3)OCCCC[C@H](C)O2	-9	-2	-2.0	18
C[C@@H]1CN([C@H](C)CO)C(=O)Cc2cc(NC(=O)Cc3cn(C)c4ccccc34)ccc2O[C@H]1CN(C)CC1CCCCC1	13	-3	-2.1	89
COc1cccc(S(=O)(=O)Nc2ccc3c(c2)C(=O)N(C)[C@H]2CC[C@@H](CC(=O)O)O[C@H]2CO3)c1	2	-4	-4.6	13
COc1ccc(S(=O)(=O)Nc2ccc3c(c2)CC(=O)N([C@H](C)CO)C[C@@H](C)[C@@H](CN(C)C(=O)Nc2ccc(C(F)(F)F)cc2)O3)cc1	5	-7	-1.2	23
CCS(=O)(=O)Nc1ccc2c(c1)C(=O)N(C)[C@@H]1CC[C@@H](CC(=O)N[C@H]3CCN(Cc4ccccc4)C3)O[C@@H]1CO2	nt	nt	-1.0	-17
O=C(NC1CCCC1)N1CC(=O)N2[C@H](CO)[C@@H](c3ccc(-c4ccncc4)cc3)[C@H]2C1	40	-5	-0.9	nt
COc1ccc(NC(=O)N(C)C[C@@H]2Oc3ccc(NS(C)(=O)=O)cc3C(=O)N([C@H](C)CO)C[C@H]2C)cc1	13	nt	1.1	96
CCC(=O)N[C@@H]1CC[C@H](CCn2cc(-c3cccc(OC)c3)nn2)O[C@H]1CO	-6	2	-0.3	-1
COc1ccc(NC(=O)N(C)C[C@H]2Oc3ccc(NC(=O)Nc4cccc5ccccc45)cc3C(=O)N([C@@H](C)CO)C[C@@H]2C)cc1	-10	-7	0.9	5
C[C@@H]1CN([C@H](C)CO)S(=O)(=O)c2ccc(-c3ccc(F)cc3)cc2O[C@@H]1CN(C)C(=O)C1CCCCC1	-20	-2	-1.5	108*
C[C@H]1CN([C@@H](C)CO)C(=O)c2cccc(NC(=O)NC3CCCCC3)c2O[C@@H]1CN(C)Cc1ccncc1	-6	0	-1.2	12
CCCNC(=O)N1[C@H](C#N)[C@H](c2ccccc2)[C@@H]1CO	-31	-3	0.1	38
Cc1ccc(CN2CC(=O)N3[C@H](CO)[C@H](c4ccc(-c5ccccc5F)cc4)[C@@H]3C2)cc1	-30	0	-0.9	nt
Cc1ccccc1-c1ccc2c(c1)O[C@@H](CN(C)Cc1ccncc1)[C@H](C)CN([C@H](C)CO)S2(=O)=O	-88*	4	0.4	93
Cc1cccc(CN(C)C[C@@H]2Oc3ncc(/C=C/c4ccccc4)cc3C(=O)N([C@H](C)CO)C[C@@H]2C)c1	-60	nt	1.5	86
COc1ccccc1C#Cc1cnc2c(c1)C(=O)N([C@H](C)CO)C[C@H](C)[C@@H](CN(C)C(=O)CC1CC1)O2	-69	-9	7.0	22
CCC(=O)N1[C@@H]2c3ccc(-c4ccccc4)c(=O)n3C[C@H]1[C@H](CO)[C@H]2C(=O)N1CCCCC1	2	-1	-0.8	2
CC(C)NC(=O)N(C)C[C@H]1Oc2c(NC(=O)NC3CCCCC3)cccc2C(=O)N([C@@H](C)CO)C[C@@H]1C	13	5	-1.4	-15
CC(=O)N1[C@@H]2c3ccc(/C=C/c4ccccc4)c(=O)n3C[C@H]1[C@H](CO)[C@H]2C(=O)N(C)C	nt	6	-1.1	+
C[C@@H]1CCCCO[C@@H](CN(C)S(=O)(=O)c2cn(C)cn2)[C@H](C)CN([C@H](C)CO)C(=O)c2cc(NC(=O)NC3CCCCC3)ccc2O1	-61	-7	-0.2	13
CC(=O)Nc1ccc2c(c1)C(=O)N(C)[C@@H]1CC[C@H](CC(=O)N3CCc4ccccc4C3)O[C@@H]1CO2	0	-6	0.4	10
C[C@@H]1CN([C@@H](C)CO)C(=O)c2cc(-c3ccc(F)cc3)cnc2O[C@@H]1CN(C)C(=O)c1ccncc1	-15	nt	-1.1	50
N#C[C@H]1[C@@H](c2ccccc2C2=CCCC2)[C@H](CO)N1C(=O)C1CC1	9	-14	0.8	nt
COc1ccc(S(=O)(=O)N(C)C[C@@H]2OCCCC[C@@H](C)Oc3ccc(NS(=O)(=O)c4cn(C)cn4)cc3C(=O)N([C@H](C)CO)C[C@H]2C)cc1	-39	nt	-2.0	57
COc1ccc(NC(=O)Nc2cccc3c2O[C@H](CN(C)S(=O)(=O)c2ccccc2)[C@H](C)CN([C@H](C)CO)C3=O)cc1	-22	-10	1.1	5
COc1ccc(S(=O)(=O)Nc2ccc3c(c2)C(=O)N([C@@H](C)CO)C[C@H](C)[C@@H](CN(C)C(=O)Nc2ccc4c(c2)OCO4)OCCCC[C@H](C)O3)cc1	-78	-4	13	57

Of the compounds above, these have a COOH group.
SMILES	Pf Dd2 inh	C diff growth	KDM4C inh	Tcruzi prolif
C[C@H](CO)N1C[C@H](C)[C@@H](CN(C)Cc2ccc(C(=O)O)cc2)Oc2c(NC(=O)C3CCCCC3)cccc2C1=O	-4	3	0.7	20
COc1cccc(S(=O)(=O)Nc2ccc3c(c2)C(=O)N(C)[C@H]2CC[C@@H](CC(=O)O)O[C@H]2CO3)c1	2	-4	-4.6	13

Next section:
SMILES	Pf Dd2 inh	C diff growth	KDM4C inh	Tcruzi prolif
C[C@H]1CCCCO[C@H](CN(C)C(=O)Nc2ccc3c(c2)OCO3)[C@@H](C)CN([C@@H](C)CO)C(=O)c2cc(NC(=O)CCCN(C)C)ccc2O1	9	7	2.6	45
C[C@H](CO)N1C[C@H](C)[C@H](CN(C)C(=O)Nc2cccc3ccccc23)Oc2ncc(C#Cc3ccc(F)cc3)cc2C1=O	-75	-10	nt	nt
CNC[C@H]1Oc2c(NC(=O)Nc3cccc4ccccc34)cccc2C(=O)N([C@@H](C)CO)C[C@H]1C	-9	63	-2.1	nt
CCCNC(=O)C[C@@H]1CC[C@H]2[C@@H](COC[C@@H](O)CN2Cc2ccccc2F)O1	7	3&-9	0.3	-23
CC(C)NC(=O)N(C)C[C@@H]1Oc2ccc(NC(=O)CCCN(C)C)cc2CC(=O)N([C@@H](C)CO)C[C@H]1C	43	-1	0.5	-24
CCCN(C)C[C@H]1OCCCC[C@@H](C)Oc2ccc(NC(=O)Nc3ccc4c(c3)OCO4)cc2C(=O)N([C@H](C)CO)C[C@@H]1C	-86*	5	0.2	80
C[C@H](CO)N1C[C@H](C)[C@H](CN(C)CC2CCCCC2)Oc2ccc(NS(=O)(=O)c3ccc(F)cc3)cc2CC1=O	-5	10	1.4	65
COCC(=O)N(C[C@H]1N[C@H](CO)[C@H]1c1ccc(C2=CCCC2)cc1)C(C)C	-27	10	1.5	-4
O=C(CCN1CCCCC1)N[C@@H]1CC[C@H](CCn2cc(-c3ccccc3)nn2)O[C@H]1CO	-19	4	1.8	-56
C[C@@H]1CN([C@@H](C)CO)C(=O)c2cc(NS(C)(=O)=O)ccc2O[C@H]1CN(C)Cc1ccc(C(=O)O)cc1	40	nt	0.7	-109
C[C@@H]1CCCCO[C@@H](CN(C)S(=O)(=O)c2ccccc2)[C@@H](C)CN([C@@H](C)CO)C(=O)c2cc(NS(=O)(=O)c3ccc(Cl)cc3)ccc2O1	-34	-8	1.1	118*
C[C@@H]1CN([C@H](C)CO)S(=O)(=O)c2ccc(C#Cc3ccccn3)cc2O[C@H]1CN(C)C	28	5	2.7	nt
COCCNC(=O)C[C@H]1CC[C@H]2[C@@H](COC[C@@H](O)CN2Cc2ccc(Cl)c(Cl)c2)O1	9	3&-3	1.5	nt
COc1ccc(NC(=O)Nc2ccc3c(c2)[C@@H]2C[C@@H](CC(=O)NCc4ccccc4F)O[C@@H](CO)[C@@H]2O3)cc1	-21	-2	-0.2	94
CN1C(=O)c2cc(NC(=O)c3ccc(C(F)(F)F)cc3)ccc2OC[C@@H]2O[C@@H](CC(=O)NCc3ccc4c(c3)OCO4)CC[C@@H]21	-7	6	-0.7	78
C[C@H](CO)N1C[C@H](C)[C@@H](CN(C)Cc2ccc(C(=O)Nc3ccccc3N)cc2)Oc2ccc(NC(=O)NC3CCCCC3)cc2CC1=O	-75	36	-3.0	56
COc1ccc(NC(=O)Nc2ccc3c(c2)CC(=O)N([C@H](C)CO)C[C@H](C)[C@@H](CN(C)S(=O)(=O)c2ccc(C)cc2)O3)cc1	-34	-3	-4.4	nt
CC(C)NC(=O)N(C)C[C@@H]1Oc2ncc(C#Cc3ccc(F)cc3)cc2C(=O)N([C@@H](C)CO)C[C@@H]1C	21	-1	-1.6	-18
CO[C@H]1CN(C)C(=O)c2cc(NC(=O)Nc3cccc(F)c3)ccc2OC[C@@H](C)N(C(C)=O)C[C@H]1C	-22	nt	0.5	17
COc1ccc(NC(=O)Nc2ccc3c(c2)CC(=O)N([C@@H](C)CO)C[C@@H](C)[C@H](CN(C)C(=O)Nc2ccc(C(F)(F)F)cc2)O3)cc1	-56	-18	-4.2	22

Gathered by group, the compounds so far containing two or more sulfur atoms.
SMILES	Pf Dd2 inh	C diff growth	KDM4C inh	Tcruzi prolif
COc1ccc(S(=O)(=O)N(C)C[C@@H]2OCCCC[C@@H](C)Oc3ccc(NS(=O)(=O)c4cn(C)cn4)cc3C(=O)N([C@H](C)CO)C[C@H]2C)cc1	-39	nt	-2.0	57
C[C@@H]1CCCCO[C@@H](CN(C)S(=O)(=O)c2ccccc2)[C@@H](C)CN([C@@H](C)CO)C(=O)c2cc(NS(=O)(=O)c3ccc(Cl)cc3)ccc2O1	-34	-8	1.1	118*

Next part
SMILES	Pf Dd2 inh	C diff growth	KDM4C inh	Tcruzi prolif
COc1cccc(S(=O)(=O)N[C@@H]2CC[C@H](CCNC(=O)Nc3cc(F)ccc3F)O[C@H]2CO)c1	1	1	-0.9	-33
CO[C@@H]1CN(C)C(=O)c2cc(NC(C)=O)ccc2OC[C@H](C)N(C(=O)c2ccccn2)C[C@H]1C	19	-2	-0.9	-21
Cc1ccc(-c2cnc3c(c2)C(=O)N([C@H](C)CO)C[C@H](C)[C@@H](CN(C)C(=O)c2cccnc2)O3)cc1	-25	-5	6.8	11
COc1cccc(C(=O)Nc2ccc3c(c2)OC[C@@H](C)N(C(=O)C2CCOCC2)C[C@@H](C)[C@H](OC)CN(C)C3=O)c1	-13	nt	0.5	85
C[C@H](O)C#Cc1cnc2c(c1)C(=O)N([C@H](C)CO)C[C@@H](C)[C@H](CN(C)C(=O)c1ccccc1F)O2	nt	1	-2.0	-21
C[C@@H]1CN([C@H](C)CO)S(=O)(=O)c2ccc(-c3cccc(C#N)c3)cc2O[C@H]1CN(C)C(=O)Nc1cc(F)ccc1F	-55&-24	6&3	-0.9	90
